V-ATPase pH: regulators of yeast V-ATPase proton pumping, primary screen, pHLuorin cytosolic pH fluorescence. S. cerevisiae. response, % at 10 µM. hit rate 0.37% among 350,000. AID 504577, 2011; in the data active means response mostly above about 7.3%, no sharp cut-off; inactive means mostly below about 5.4%; further: actives read high; inactives centre near 0; some compounds called inactive have numbers as strong as hits; reference of the scale not given here
MITF act: activators of MITF-driven TRPM1 promoter reporter, primary screen, cell-based, SK-MEL-5, luciferase, single point. SK-MEL-5 TRPM1-promoter luciferase, 24 h; % of positive control, neutral wells = 0. activation, % at 12.5 µM. hit rate 0.75% among 300,000;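 active means mean activation of at least 80% with every replicate also reaching 80%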;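 further: 0% = neutral control wells and 100% = parthenolide positive control wells; values of inactives mirror those of a sister screen read the other way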
CAL PDZ FP-1: untagged CAL PDZ binding inhibitors, primary screen, biochemical, fluorescence polarization, HTS; Golgi-associated PDZ and coiled-coil motif-containing protein (Homo sapiens), Q9HD26; inhibition, % at 24.9 µM; hit rate 0.92% among 300,000; purified CAL PDZ, TMR-peptide fluorescence polarization, 1 h; AID 602252, 2012;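 active means mean inhibition of at least 30% with at least half of replicates also reaching 30%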;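 further: 0% = DMSO neutral control and 100% = excess unlabeled competitor peptide PRC23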
CAL PDZ FP-2: CAL PDZ peptide-binding inhibitors, primary screen, biochemical, fluorescence polarization, Cer-tagged CAL PDZ, HTS; Golgi-associated PDZ and coiled-coil motif-containing protein (Homo sapiens), Q9HD26; inhibition, % at 20 µM; purified CAL PDZ, TMR-peptide fluorescence polarization, 1 h; AID 504414, 2011; hit rate 0.02% among 330,000;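 active means highest replicate inhibition of at least 40%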;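 further: plate controls were DMSO neutral control wells for no effect and unlabeled competitor peptide control wells for full effect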
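System: tagged CAL PDZ domain. Schedule: 1 h room-temperature incubation prior to read. Signal: fluorescence polarization (mP). Measure: percent inhibition from loss of millipolarization.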
Wnt bcat act: Wnt/beta-catenin pathway activators, primary screen, cell-based, plate reader, single point | Wnt/beta-catenin reporter cell assay, activator | activation, % at 9.35 µM | hit rate 1.2% among 300,000 | AID 743398, 2014; in the data active means activation above about 30%, passing the limit was not always enough;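 further: 0% = neutral control wells and 100% = positive control wells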
Rtt109 Vps75: inhibitors of C. albicans Rtt109/Vps75 HAT, primary screen, biochemical, ThioGlo CoA-SH fluorescence, plate reader | hit rate 0.16% among 330,000 | Histone acetyltransferase RTT109 (Candida albicans (strain SC5314 / ATCC MYA-2876)), … | purified Rtt109/Vps75, 4 h | inhibition, % at 34.9 µM | AID 540336, 2011;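 active means inhibition of at least 50% in every replicate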
Target sequence (Q5AAJ8 whole entry, looked up): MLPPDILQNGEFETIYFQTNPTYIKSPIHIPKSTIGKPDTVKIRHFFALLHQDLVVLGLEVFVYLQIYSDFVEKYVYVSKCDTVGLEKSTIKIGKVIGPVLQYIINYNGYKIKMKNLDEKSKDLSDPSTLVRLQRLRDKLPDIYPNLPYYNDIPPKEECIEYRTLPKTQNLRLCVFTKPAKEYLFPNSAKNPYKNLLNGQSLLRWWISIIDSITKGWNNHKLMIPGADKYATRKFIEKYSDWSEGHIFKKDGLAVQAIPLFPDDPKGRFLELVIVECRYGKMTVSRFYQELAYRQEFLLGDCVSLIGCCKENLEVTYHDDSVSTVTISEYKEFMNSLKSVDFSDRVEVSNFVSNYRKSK
CDK5 p35 inh: inhibitors of human CDK5/p35 kinase, primary screen, biochemical, single concentration. Cyclin-dependent kinase 5 (Homo sapiens) + Cyclin-dependent kinase 5 activator 1 (Homo …. Recombinant CDK5/p35, ADP-Glo luminescence, 60 min. inhibition, % at 10 µM. hit rate 0.01% among 330,000. AID 488839, 2010;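 active means highest replicate inhibition of at least 50% and at least 75% of replicates reaching 50%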;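 further: plate controls were DMSO neutral control for no effect and GW8510 at 10 µM for full effect; many of its hits are not listed in these tables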
Target sequence (Q00535 whole entry, looked up): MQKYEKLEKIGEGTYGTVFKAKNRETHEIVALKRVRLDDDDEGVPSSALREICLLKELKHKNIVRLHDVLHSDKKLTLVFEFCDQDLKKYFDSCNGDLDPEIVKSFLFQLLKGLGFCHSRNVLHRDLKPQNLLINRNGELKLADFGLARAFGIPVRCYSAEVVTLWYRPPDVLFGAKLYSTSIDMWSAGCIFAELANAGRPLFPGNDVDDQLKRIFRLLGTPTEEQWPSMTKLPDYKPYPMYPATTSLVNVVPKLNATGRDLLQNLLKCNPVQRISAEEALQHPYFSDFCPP
Target sequence (Q15078 whole entry, looked up): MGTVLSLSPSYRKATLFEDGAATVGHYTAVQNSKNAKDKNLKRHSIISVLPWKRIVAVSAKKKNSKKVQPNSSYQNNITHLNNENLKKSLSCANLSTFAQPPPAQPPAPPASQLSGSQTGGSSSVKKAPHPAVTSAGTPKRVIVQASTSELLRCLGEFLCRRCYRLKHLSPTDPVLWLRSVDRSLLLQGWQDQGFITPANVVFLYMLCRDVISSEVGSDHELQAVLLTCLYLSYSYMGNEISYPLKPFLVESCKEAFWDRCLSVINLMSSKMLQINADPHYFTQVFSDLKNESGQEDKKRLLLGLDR
Tat export inh: E. coli Tat export inhibitors, primary screen, MC4100, TorA-mCherry reporter, fluorescence, single point; hit rate 0.036% among 340,000; inhibition, % at 10 µM;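 active means mean replicate inhibition at least 50% and at least half of replicates individually reaching 50%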;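 further: exported cargo escapes ClpAP degradation while cytoplasmic cargo is degraded and loses fluorescence; 0% = median of neutral control wells and 100% = median of NaSCN control wells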
dFosB act: activators of delta FosB homodimer, primary screen, biochemical, fluorescence polarization, TAMRA-CDK5 oligo, single point; Protein FosB (Mus musculus), P13346; purified delta FosB; percent of positive-control signal above neutral wells; activation, % at 25 µM; hit rate 0.99% among 340,000; AID 493131, 2011;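 active means mean activation above about 17%, with every replicate also reaching it, limit read from the data, passing the limit was not always enough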;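 further: fluorescence polarization rise as delta FosB binds a TAMRA Cdk5 AP-1 oligo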
cardiac RTF act: cardiac RTF calcium sensitivity activators, primary screen, biochemical, IANBD-TnC fluorescence, EC20 calcium; Troponin I, cardiac muscle (Homo sapiens) + Troponin T, cardiac muscle (Homo sapiens) + …; IANBD-labeled TnC RTF fluorescence at EC20 calcium; 0% EC20 calcium, 100% full calcium; activation, % at 7.2 µM; hit rate 0.24% among 340,000;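 active means activation above the mean over all tested compounds plus 3 SD, cut at about 30% in these data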;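 further: rise in fluorescence read as greater calcium sensitivity of cardiac thin filaments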
* marks the source's active call; other numbers are inactive results; / = not tested or not shown. Hits appear at their usual frequency; overall some 4.1% were active at least once.

CAL PDZ FP-2	V-ATPase pH	cardiac RTF act	Wnt bcat act	dFosB act	CDK5 p35 inh	Tat export inh	CAL PDZ FP-1	Rtt109 Vps75	MITF act	SMILES
-2.5	3	2	-2	-7	-2.2	21	-2	-5	-12	CC(OC(=O)CCCN=C1NS(=O)(=O)c2ccccc21)C(=O)Nc1ccc(F)c(F)c1F (stereo unspecified)
-0.2	-4	2	9	-3	-2.2	0	-4	-8	/	COc1ccc(OCc2cccc(C(=O)Nn3cc([N+](=O)[O-])cn3)c2)cc1
-0.6	1	1	-1	-1	-3.6	3	-1	2	-1	COc1cccc(/C=C(\C#N)C(=O)NC2CCS(=O)(=O)C2)c1 (stereo unspecified)
-1.0	0	-8	0	-1	-4.3	1	-8	-4	-4	COc1ccc(CNC(=O)c2ccccc2NC(=O)C2=CSCCO2)c(OC)c1
-4.0	1	-3	2	-19	1.1	21	-5	7	-3	Cc1nc2ccccc2c(=O)n1-c1cccc(NC(=O)c2cccs2)c1
-0.9	8	3	/	-1	0.0	-6	-2	0	-5	O=C(NC(Cc1ccccc1)C(=O)N1CCCC1C(=O)O)c1ccccc1 (stereo unspecified)
0.2	-2	0	3	2	1.0	4	-4	10	2	O=C(NCC1CCCO1)c1cc(S(=O)(=O)N2CCCCC2)ccc1Cl (stereo unspecified)
-1.7	0	-3	-2	-3	-0.1	-6	-3	4	-5	Cc1cc(C)n2nc(CC(=O)NNC(=O)COc3cccc(C)c3C)nc2n1
-0.8	8	-1	2	-1	0.5	-2	-3	0	-18	Cc1cc(C)c(S(=O)(=O)NCCc2ccncc2)c(C)c1
-1.6	-1	3	/	-2	-0.6	-1	0	2	-2	O=C(Cn1cnc2c(cnn2-c2ccccc2)c1=O)NCCc1ccccc1
-0.2	8	5	-7	-4	-3.1	5	-1	-1	15	CC(=O)C1(O)C(C)CC2C3CC=C4CC(O)CCC4(C)C3CCC21C (stereo unspecified)
-2.1	-5	7	-1	4	-2.8	-15	/	-2	/	COC(=O)N/N=C/c1ccc(-c2ccccc2Cl)o1
-0.8	-1	-7	2	-5	-2.3	-12	-5	/	6	COc1ccc([N+](=O)[O-])cc1NC(=O)CSc1ccc2ccccc2c1
-0.2	-1	2	10	-3	-0.7	3	1	-6	10	COc1ccc(S(=O)(=O)c2snnc2C)cc1
-0.4	-2	-3	-3	-8	0.5	-10	-4	4	-10	CCOC(=O)c1c(NC(=O)C2C3C=CC(CC3)C2C(=O)O)sc(C)c1CC (stereo unspecified)
-1.4	1	-7	11	2	-1.3	7	-4	2	49	C#CCn1cccc(C(=O)Nc2ccc(OC)cc2)c1=O
-0.3	0	2	17	-1	3.2	5	/	8	/	Cc1cc(N)n(-c2ccccn2)n1
-0.9	0	7	-9	-3	-2.9	0	5	-7	6	Cc1cc2nccnc2cc1C
0.7	2	-2	8	3	-1.6	-6	-4	-5	12	COc1ccc(Br)cc1CN(C)C(=O)Cc1ccc(OC)c(S(=O)(=O)N2CCOCC2)c1
-0.3	1	6	-1	1	1.0	0	-6	0	/	COc1ccc(CCN(C)C2CCCN(S(=O)(=O)N(C)C)C2)cc1OC (stereo unspecified)

Full records from above.
Profile of Cc1nc2ccccc2c(=O)n1-c1cccc(NC(=O)c2cccs2)c1 : CAL PDZ FP-2 = -4.0; V-ATPase pH = 1; cardiac RTF act = -3; Wnt bcat act = 2; dFosB act = -19; CDK5 p35 inh = 1.1; Tat export inh = 21; CAL PDZ FP-1 = -5; Rtt109 Vps75 = 7; MITF act = -3
Profile of O=C(Cn1cnc2c(cnn2-c2ccccc2)c1=O)NCCc1ccccc1 : CAL PDZ FP-2 = -1.6; V-ATPase pH = -1; cardiac RTF act = 3; Wnt bcat act = /; dFosB act = -2; CDK5 p35 inh = -0.6; Tat export inh = -1; CAL PDZ FP-1 = 0; Rtt109 Vps75 = 2; MITF act = -2

Later entries.
CAL PDZ FP-2	V-ATPase pH	cardiac RTF act	Wnt bcat act	dFosB act	CDK5 p35 inh	Tat export inh	CAL PDZ FP-1	Rtt109 Vps75	MITF act	SMILES
-1.7	9	-1	0	-6	0.7	-4	/	2	8	COC(=O)CSc1ccc2nnc(-c3ccc(OC)c(OC)c3)n2n1
0.9	-3	8	/	-7	0.1	3	-1	-3	-2	COc1ccccc1NS(=O)(=O)c1cc(NC(=O)c2ccc3c(c2)OCCO3)ccc1C
-3.3	-2	9	/	-5	0.2	-11	-7	-5	-95	N=c1c2c(-c3ccccc3)c(-c3ccccc3)n(Cc3ccccc3)c2ncn1CCCn1ccnc1
-1.4	6	1	20	-1	-1.2	-2	0	7	31	Cc1ccc(F)c(NC(=O)CCc2ccccc2)c1
/	5	-3	-2	2	2.3	8	-2	-2	-2	O=S(=O)(c1ccccc1Cl)N1CCC(O)(c2cccnc2)CC1
0.0	7	5	1	-3	0.4	0	-2	-9	1	O=C(CCC(=O)Nc1ccccc1)NNC(=O)c1cccs1
0.8	0	0	-1	-2	-2.1	-1	0	0	-2	Cc1ccccc1NC(=O)c1cccc(NC(=O)CCC(=O)O)c1
0.4	2	-2	0	13	0.3	0	3	5	7	COc1ccc(Cl)cc1C(=O)NNC(=O)c1n[nH]c2ccccc12
-2.8	-6	-4	-3	-4	-0.9	5	0	12	-7	CCOc1ccccc1N1CCN(C(=O)c2cccc(-c3ccc(O)cc3)c2)CC1
-0.4	-1	0	/	-2	-1.9	-2	-1	-6	6	COc1ccccc1NC(=S)Nc1cccc(F)c1
-1.8	7	-8	/	-3	-1.3	-5	/	-1	-5	CCc1ccc(OCC(=O)N(C)CCC#N)c(Br)c1
-2.6	-6	3	/	-3	-1.1	-2	-2	5	1	Nc1ccccc1C(=O)NCc1ccc(Cl)cc1
-1.3	-1	0	/	-10	-0.8	-11	-2	7	-2	O=C(NC1CCCC1)C(c1ccncc1)N(Cc1ccccc1)C(=O)Cc1cccs1 (stereo unspecified)
-0.8	-14	2	/	-7	0.2	3	-3	2	12	COc1ccc(CNC(=O)C2CCN(S(=O)(=O)c3c(C)noc3/C=C/N(C)C)CC2)cc1
-0.3	-3	-3	-2	-10	1.5	-4	4	-1	-6	COc1ccc(S(=O)(=O)N2CCN(C(=O)COc3ccc(C)c(C)c3)CC2)cc1OC
-2.1	1	0	-1	-6	0.0	2	1	-6	0	Cc1nn(C)cc1S(=O)(=O)N1CCN(c2cccc(Cl)c2)CC1
-1.2	-3	-2	-2	6	0.2	-5	-1	4	-6	Cc1cscn1
-2.5	0	1	-22	-25	0.1	7	-5	1	-90	COc1ccccc1-c1cc(C(F)(F)F)nc(S(=O)(=O)CCCC(=O)N2CCCCC2C)n1 (stereo unspecified)
-1.0	-3	-6	-2	-1	-0.5	9	/	-2	-9	Cc1ccc(N2CCN(C(=O)C3CCC(=O)N(Cc4ccc(Cl)cc4)C3)CC2)c(C)c1 (stereo unspecified)
-0.5	1	0	-1	-4	-4.3	3	0	-10	-12	Cc1cc(C)n(Cc2cccc(C(=O)N/N=C/c3cccnc3)c2)n1

An excerpt from above in order of molecular weight, descending:
CAL PDZ FP-2	V-ATPase pH	cardiac RTF act	Wnt bcat act	dFosB act	CDK5 p35 inh	Tat export inh	CAL PDZ FP-1	Rtt109 Vps75	MITF act	SMILES
0.7	2	-2	8	3	-1.6	-6	-4	-5	12	COc1ccc(Br)cc1CN(C)C(=O)Cc1ccc(OC)c(S(=O)(=O)N2CCOCC2)c1
-2.5	3	2	-2	-7	-2.2	21	-2	-5	-12	CC(OC(=O)CCCN=C1NS(=O)(=O)c2ccccc21)C(=O)Nc1ccc(F)c(F)c1F (stereo unspecified)
0.4	2	-2	0	13	0.3	0	3	5	7	COc1ccc(Cl)cc1C(=O)NNC(=O)c1n[nH]c2ccccc12
-0.6	1	1	-1	-1	-3.6	3	-1	2	-1	COc1cccc(/C=C(\C#N)C(=O)NC2CCS(=O)(=O)C2)c1 (stereo unspecified)

Following part
CAL PDZ FP-2	V-ATPase pH	cardiac RTF act	Wnt bcat act	dFosB act	CDK5 p35 inh	Tat export inh	CAL PDZ FP-1	Rtt109 Vps75	MITF act	SMILES
-1.8	-3	-2	-5	0	0.7	3	-3	43	0	Cc1cccc(C)c1NC(=O)COC(=O)COc1ccc2c(C)cc(=O)oc2c1
-1.1	0	-8	-3	4	-1.9	6	-3	5	4	COc1ccc(S(=O)(=O)N2CCCCCC2)cc1NC(=O)CC1OC(=O)c2ccccc21 (stereo unspecified)
0.4	2	4	-6	-8	-0.6	-1	/	1	-47	COc1ccccc1NC(=O)C(C)OC(=O)c1cc2ccccc2[nH]1 (stereo unspecified)
-4.2	-2	0	-2	-9	0.3	8	-1	8	-44	CC(=O)c1c(C)[nH]c(C(=O)OCC(=O)Nc2cccc(S(=O)(=O)N3CCCC3)c2)c1C
-0.7	4	-7	0	7	-3.4	-15	/	-4	/	COc1ccccc1/C=C/C=N/n1c(-c2cc(-c3ccccc3)n[nH]2)n[nH]c1=S
-1.9	-1	-6	/	14	-0.7	1	0	4	-10	Cc1cc(C)n(CC(=O)n2c3c(c4ccccc42)CCCC3)n1
-1.4	-1	-4	/	-8	2.4	9	/	-6	/	Cc1noc(C)c1CSc1nnc(-c2ccccc2F)n1CCc1ccccc1
0.1	6	-1	0	-5	0.1	17	-6	3	-2	Cc1cccc(C(=O)OCC(=O)Nc2ccccc2C(=O)NC2CC2)c1
-2.7	1	2	-3	-5	-1.9	-1	-1	9	3	S=C(NCc1ccccc1)NCc1ccco1
0.3	2	-6	0	-6	0.0	5	2	6	4	CCOC(=O)c1c(NC(=O)CN(C)C)sc(C(=O)N(CC)CC)c1C
-0.6	2	-8	-1	-18	0.3	-1	-10	6	9	Cc1cc(C)c2c(CN3CCN(Cc4ccccc4)CC3)cc(=O)oc2c1
-0.3	0	1	/	-4	-1.0	3	-4	-5	-14	COC(=O)C1=C(C)NC(=O)NC1c1ccc([N+](=O)[O-])o1 (stereo unspecified)
-2.0	1	-3	/	-7	-3.9	-5	-2	1	20	O=C(NCc1cccc(Cl)c1)c1ccc2c(c1)OCO2
